12-LOX inh – blocks human arachidonate 12S-lipoxygenase. P18054. Potency, µM (highest dose often 108 µM), for inactives: top-dose activity change, negative = inhibition, hits mostly inhibitors. 580,000 compounds, 1.1% hits. purified 12hLO, xylenol orange hydroperoxide absorbance. AID 1671190; active = well fitted inhibition curve with a large enough effect; inconclusive = small, poorly fitted or top-dose-only effect, or another doubt; inactive = no such curve, though single readings can be large or run the other way
Target sequence (P18054 whole entry, looked up): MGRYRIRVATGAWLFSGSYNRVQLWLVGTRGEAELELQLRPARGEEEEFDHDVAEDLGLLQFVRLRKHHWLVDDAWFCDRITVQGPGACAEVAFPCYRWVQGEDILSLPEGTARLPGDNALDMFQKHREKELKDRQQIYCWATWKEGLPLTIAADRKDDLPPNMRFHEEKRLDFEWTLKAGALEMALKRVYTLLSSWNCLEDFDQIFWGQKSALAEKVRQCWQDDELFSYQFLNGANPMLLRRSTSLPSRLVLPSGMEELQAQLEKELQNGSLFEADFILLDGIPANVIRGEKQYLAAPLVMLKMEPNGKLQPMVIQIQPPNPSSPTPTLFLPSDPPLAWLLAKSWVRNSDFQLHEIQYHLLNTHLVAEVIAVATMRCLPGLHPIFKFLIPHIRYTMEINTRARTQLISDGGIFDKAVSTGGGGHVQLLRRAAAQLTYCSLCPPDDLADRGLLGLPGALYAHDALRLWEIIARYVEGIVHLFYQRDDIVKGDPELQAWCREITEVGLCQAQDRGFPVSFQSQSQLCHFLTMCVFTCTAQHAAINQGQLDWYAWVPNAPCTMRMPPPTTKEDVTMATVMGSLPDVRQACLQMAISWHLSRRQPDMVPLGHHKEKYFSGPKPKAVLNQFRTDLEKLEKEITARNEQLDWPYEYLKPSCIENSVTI
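Purified human 12hLO at 150 nM in 25 mM Hepes, 0.01% Triton X-100, pH 7.0, preincubated 15 min at room temperature with compound. Reaction started with 40 uM arachidonic acid, 30 min at room temperature. Hydroperoxide measured by Fe-xylenol orange, 573/405 nm absorbance ratio.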
The depositor's hits bear a star; ? = inconclusive; [ ] = dose if it differs, or a comment. % is set by controls: 0 for no effect and ±100 for the full control effect; potency is the fitted concentration of half-maximal effect. An excerpt; rates above refer to the full screens.

SMILES	12-LOX inh
Cc1cc(C)c(C(=O)N(CC2CCN(C3Cc4ccccc4C3)CC2)CC2CCCO2)o1 (configuration not stated)	17%
COCC(=O)N1CCN2C(=O)c3cc(-c4ccc(OC)cc4)ccc3NC(=O)[C@H]2C1	9%[176 µM]
CCc1ccccc1S(=O)(=O)N1CCC(N(C(=O)COC)C2CCOCC2)CC1	15%
O=C(/C=C(\Nc1ccc(Cl)c(C(F)(F)F)c1)c1ccccc1)c1ccccc1	-12%
COc1cccc(NC(=O)c2cnc3c(c2)N(Cc2ccccc2)CCC3)c1	15%[176 µM]
Cc1cnc(C2CCOCC2)n1C1CCCN(C(=O)c2cn(C)cn2)C1 (configuration not stated)	34%[activator]
CCc1cc(=O)n(CC(=O)Nc2ccc3c(c2)OCO3)c(-c2cccc(F)c2)n1	4%
COc1ccc(OCC2(C)COc3ccc(C(=O)NCC(C)C)cc3N2)cc1 (configuration not stated)	?
COc1ccc(CN2CCC3(Cc4ccccc4CNC3=O)C2)c(O)c1 (configuration not stated)	?
CC(C)(C)[N+]([O-])=Cc1ccc(S(=O)(=O)O)cc1S(=O)(=O)O	-31%[57.4 µM]
Cc1c(C(=O)NCC2(N3CCOCC3)CCCC2)cnn1-c1nccc(-c2ccccc2F)n1	3%
CCC(=O)OCCC(C)CCC=C(C)C (configuration not stated)	-5%[176 µM]
CC(C)CNc1ccc2c(n1)C(C)(C(=O)NC(C)C)CN(Cc1ccccc1)C2 (configuration not stated)	23%[176 µM]
CCS(=O)(=O)N1CCCN(S(=O)(=O)c2ccccc2)CCC(=O)NCC1	-19%
O=C(NC1CCCC1)N1CCC(OC2CCN(Cc3ccccc3)CC2)CC1	16%
Cc1noc(C)c1NC(=O)Nc1ccc2c(c1)C(=O)N([C@H](C)CO)C[C@H](C)[C@H](CN(C)Cc1ccncc1)OCCCC[C@@H](C)O2	?
COc1ccc(OC)c(CN(CC(C)C)S(=O)(=O)c2ccccc2Br)c1	85%[activator]
Nc1[nH]c(C(=O)c2ccc(Br)cc2)c(-c2ccc(F)cc2)c1C(=O)NCCc1c[nH]c2ccccc12	-18%
Cc1ccc(OCC(C)CN2CCC(C(O)(c3ccccc3)c3ccccc3)CC2)cc1 (configuration not stated)	?
O=C(NC1CCCN(c2cc(-c3ccc(Cl)cc3)[nH]n2)C1)c1ccncc1 (configuration not stated)	9%
CCC[C@H]1[C@@H](NS(=O)(=O)c2cccs2)CC[C@@]23CCCN2C(=O)CCC[C@@H]13	11%
COc1cccc(CN2CCCC(c3nc(-c4cccnc4)no3)CCNC(=O)CC2)c1OC (configuration not stated)	43%[activator]
COc1cccc(CN2CCc3nc(C(C)C)nc(-c4ccc(O)cc4)c3CC2)c1	?
COC(=O)[C@]12C[C@H](CC(=O)NCc3cccs3)C(=O)N(Cc3ccccc3)C1=C[C@H](C(C)(C)C)O[C@@H]2C	-13%
Cc1noc(C)c1-c1cc2cc(C(C)C)oc2c(-c2ccnn2C)n1	-29%[176 µM]
Cc1noc(C)c1CCC(=O)NC1CCc2nnc(C)n2CC1 (configuration not stated)	46%[activator]
Cc1cc(C(=O)NC2CC2)c2c(C3CCNC3)noc2n1 (configuration not stated)	2%[12.5 µM]
Cc1ccc(C)c(C(=O)N2CCC(C3CCNC3)CC2)c1 (configuration not stated)	41%[activator]
CCNC(=O)N1CCCC1c1noc(CCC(=O)N(C)CCOC)n1 (configuration not stated)	50%[activator]
O=C(N[C@H]1[C@@H]2CCO[C@@H]2[C@@H]1C1CCCC1)c1ccccc1OC(F)F	78%[activator]
C=CCNC(=O)C(NC(=O)c1ccc(OC)cc1)C1CCN(C(=O)C2CC2)CC1 (configuration not stated)	51%[activator]
O=C(c1ccoc1)N1CCCC(c2noc(COc3ccccc3F)n2)C1 (configuration not stated)	1%
O=C(NCC1CCOCC1)C1CC(=O)N(c2n[nH]c3cccc(F)c23)C1 (configuration not stated)	31%[activator]
O=C(c1cc(F)ccc1Cl)N1CCCC1c1nncn1Cc1ccncc1 (configuration not stated)	-2%
CCC1CN(C(=O)c2ccc3ccccc3n2)CCC(=O)N1Cc1ccccc1 (configuration not stated)	19%
CN1CCN(C(=O)[C@@H]2CCC[C@@H](NC(=O)c3ccc(Cl)cc3)CN(C)C(=O)C2)CC1	11%[176 µM]
O=C(NCCc1nc(-c2cccnc2)n[nH]1)C1NCCc2[nH]cnc21 (configuration not stated)	95%[activator]
COc1cc(CN2CCc3nc(N4CCN(C)CC4)[nH]c(=O)c3CC2)cc(OC)c1	-3%
O=C(c1ccc(CN2CCCCC2)cc1)N1CCOC2(CNCCOC2)C1 (configuration not stated)	9%
CC(C)N1C(=O)CO[C@H]2CN(C(=O)c3ccncc3)C[C@H]21	17%[176 µM]
CNC(=O)[C@@H]1CN(C(=O)c2ccc(F)c(F)c2)C[C@H]1COC	22%
O=C(N[C@@H]1CN(Cc2ccc3cc[nH]c3c2)C[C@H]1CO)c1ccccc1	28µM*
COCCNC(=O)[C@@H]1C[C@H](Oc2cccnc2)CN1C(=O)c1ocnc1C	29%
CC(C)CCN1CC[C@@H]2OCC(=O)N(Cc3c[nH]c4ccccc34)[C@H]2CC1	-46%[176 µM]
OC[C@H]1O[C@@H](n2cnc3c(=S)nc[nH]c32)[C@H](O)[C@@H]1O	?
O=C(NCc1ccccn1)[C@H]1[C@H](CO)[C@H]2Cn3c(cccc3=O)[C@@H]1N2CC1CCCCC1	-8%
Cc1cc2c(c(=O)n(-c3ccc(F)cc3)c(=O)n2CC(=O)Nc2ccc3c(c2)OCO3)n1C	?
Cc1cc(C[C@@H]2COC[C@@H]2NC(=O)c2ccc(-n3cnnc3)cc2)on1	22%
COc1ccccc1CN1CC[C@H](c2nc3ccc(C(F)(F)F)cc3[nH]2)C1	28%[176 µM]
COCCn1ncc(N2CCCC(CC(=O)NCc3ccncc3)C2)cc1=O (configuration not stated)	?
CCc1nc2c(c(-c3ccc(Cl)cc3)n1)CCN(Cc1cccnc1)CC2	4%
O=C(CN1C(=O)NC2(CCCCC2)C1=O)Nc1ccc(F)c(Cl)c1	32%[activator]
O=C(NCCn1ccnc1-c1cc2n(n1)CCCNC2)c1ccncc1	32%[activator]
CCc1cccc(Nc2cc(C)n(-c3cccc(CC)c3)c(=O)c2)c1	-23%
COc1ccc(C(=O)N[C@H]2[C@H](O)[C@H](O)C[C@@H]2c2ccc(C(F)(F)F)cc2)cc1OC	19%[176 µM]
CCC(C(=O)NC1CCN(c2cnn(C)c(=O)c2)CC1)c1ccccc1 (configuration not stated)	19%
O=C(NCc1nnc2ccc(-c3ccc(Cl)cc3)nn12)c1cc(F)ccc1Cl	12%
COC(=O)C[C@@H]1CCN(C(=O)COc2ccccc2)C[C@@H]1CC1=NCCc2cc(OC)c(OC)cc21	-17%
C=CCN1[C@@H](CC(C)C)COc2cccc(NCCCN3CCOCC3)c2S1(=O)=O	?
CC(C)NC(=O)c1nc(C(C)(C)C)c2cnccn12	-8%[12.5 µM]

(list continues)
SMILES	12-LOX inh
C#CCNC(=O)[C@H]1O[C@H](CCN2CCN(Cc3ccccc3)CC2)CC[C@@H]1O	-12%[176 µM]
O=C(Cc1ccc2c(c1)OCC2)Nc1ccc2c(c1)C(=O)N1CCC[C@H]1C(=O)N2	-26%
CC(=O)NC[C@H]1O[C@@H](CC(=O)N(C)Cc2ccccc2)[C@H](O)[C@@H]1O	-3%[176 µM]
CC(C)c1noc(C2CCCN(C(=O)c3ccc4cccc(F)c4n3)C2)n1 (configuration not stated)	41%[activator]
COc1ccc(-c2ccnc(N[C@H]3CO[C@H]4[C@@H]3OC[C@@H]4NC(=O)Nc3cccc(C#N)c3)n2)cc1	?
COc1ccc(-c2nc(C)nc3c2CN(C(=O)c2ccc4c(c2)OCO4)CC3)cc1	35%
O=C(Nc1cccc(C(F)(F)F)c1)N[C@H]1CO[C@H]2[C@@H]1OC[C@H]2OC(=O)Nc1ccccc1	-2%
CCn1cc(S(=O)(=O)N2CCCCCCN(C)C(=O)[C@@H]3CCC[C@@H]32)cn1	?
COC(=O)C1=C(C)N(Cc2cccc(C(F)(F)F)c2)C(=NCc2ccc(OC)cc2)NC1c1cccc(C(F)(F)F)c1 (configuration not stated)	?
O=C1NCCCCCCN(Cc2ccncc2)[C@@H]2CN(C(=O)C3(c4ccccc4)CC3)CC[C@@H]12	96%[activator]
CC1CCN(C(=O)CN2C(=O)NC(c3ccccc3)C3=C2COC3=O)CC1 (configuration not stated)	13%
COc1cccc(CNC(=O)[C@H]2CCCN2C(=O)[C@H]2CCCN2C(=O)c2ccc(Cl)cc2)c1	-6%
CCCCOc1ccc(-c2nc(C3CC(=O)N(C4CCCCC4)C3)no2)cc1 (configuration not stated)	?
O=C(NC(C(=O)N1CCCC1)C1CCN(C(=O)Cc2ccccc2)CC1)c1ccccc1 (configuration not stated)	13%
CC(C)NC(=O)N(C1CC1)C1CCOC2(CCN(C(=O)NCc3ccc(F)cc3)CC2)C1 (configuration not stated)	35%[activator]
CCc1cc(=O)n(CC(=O)Nc2cc(Cl)ccc2OC)c(N2CCOCC2)n1	-14%
Cc1cc(=O)n(CC(=O)Nc2ccc(C)c(Cl)c2)c(N2CCOCC2)n1	1%
O=C(O)c1cccc(-c2ccc(OC(F)(F)F)cc2)c1	1%[12.5 µM]
COc1ccc(-c2cn(C)c(=O)n3cc(COc4ccc(Cl)cc4)nc23)c(C)c1	6%[176 µM]
Cc1cc(-c2ccnc(-c3nnc(C)n3-c3ccccc3)c2)ccn1	?
O=C(CC(c1ccccc1)c1ccc(Cl)cc1)N1CCC(CO)CC1 (configuration not stated)	26%
O=C1C[C@@H]2CCN(C(=O)c3ccccc3)C[C@@H]2CCN1CCN1CCOCC1	6%[176 µM]
CCc1noc(-c2nc(-c3cc(OC)c(OC)c(OC)c3)no2)n1	6%
CC(C)CN1CC2(CCN(C(=O)c3conc3-c3ccccc3)CC2)CC1=O	18%
Cc1ccc(OCc2nc(C3CCCN3C(=O)CCn3nc(C)cc3C)no2)cc1 (configuration not stated)	10%
COc1ccc(C(=O)N[C@@H]2C=C(C(=O)N[C@H](CC(C)C)C(N)=O)C[C@@H](O)[C@@H]2O)cc1	-15%[176 µM]
COC(=O)c1ccc2nc(C[C@@H]3C[C@@H](C(C)C)[C@H](CNC(=O)CN(C)C)C=C3C)[nH]c2c1	20%
CCN1C(=O)C2CC3(CCN(C(=O)C4CCCCC4)CC3)CN2C1=O (configuration not stated)	14%
OC1(c2cccnc2)CCN(Cc2ccc3c(c2)CN(Cc2ccc4nsnc4c2)CCO3)CC1	12%
C[S+](=O)([O-])N1CCC(c2nnc3n2C(C(=O)N2CCN(c4ncccn4)CC2)CC3)CC1 (configuration not stated)	1%[6.33 µM]
COc1ccc(-c2cccc3c4c([nH]c23)[C@@H]2C[C@H]3[C@@H](C(=O)N2CC4)[C@H](C)ON3C)cc1	-26%
COc1cccc(C(=O)N2CCCC(c3nn(-c4ccccc4)c(=O)[nH]3)C2)c1 (configuration not stated)	2%
Cc1cc(C)c(CN2CCN(C(=O)Cn3cc(C)c(=O)[nH]c3=O)CC2)c(C)c1	-45%
CCC(=O)NCc1nc(-c2cccc(NC(=O)c3ccc(C)s3)c2)oc1C	22%
CCC(=O)N1CCC2(CCC(=O)N(CC3CC3)CC2)CC1	12%
COc1ccc(N2CC3CCC(C2)N3Cc2ccc(-c3cccnc3)cc2)cc1	?
CO[C@H]1[C@H](NC(=O)c2ccccc2)c2ccccc2C12CCNCC2	-6%
COCCNc1ncnc2c1CN(C1CCCC1)C(=O)CN2C	0%[6.33 µM]
CCNC(=O)N1CCCC1c1noc(CCC(=O)NCCc2nc3ccccc3[nH]2)n1 (configuration not stated)	10%
Brc1ccc(-c2ccnc3nc(-c4ccco4)nn23)s1	0%
CCC(=O)N1CCCCCCNC(=O)[C@@H]2C[C@@H](C(=O)N3CCN(c4ccccn4)CC3)C[C@@H]21	6%
CN1CCC(NC(=O)C2(C)CCc3cnc(Nc4ccccc4)nc32)CC1 (configuration not stated)	15%[176 µM]
OCC1CN(c2ncccn2)CC12CCN(Cc1ccc3[nH]ccc3c1)CC2 (configuration not stated)	17%
N#Cc1cccc(S(=O)(=O)N[C@H]2[C@H](O)[C@H](O)C[C@@H]2c2ccc(C(F)(F)F)cc2)c1	23%[176 µM]
O=C(c1ccccc1)N1CCC(Cc2noc(C3CC3)n2)C1 (configuration not stated)	56%[activator]

High-throughput results deposited in PubChem by National Center for Advancing Translational Sciences (NCATS).
